Screening data as filed in PubChem.
CHO parental Ca = counter-screen for OX1R antagonists: effect in parental CHO cells | inhibition, % at 5.6 µM | parental CHO-K1, ATP-induced calcium, Fluo-8 fluorescence | 330,000 compounds, 0.63% hits;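 active = inhibition above that plate's mean sample inhibition plus 3 SD, cut at about 26% in these data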;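 also: 0% = ATP-challenged DMSO wells and 100% = DMSO wells without ATP; some compounds past the cut are filed as inactive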
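Assay system – parental CHO cells · Reagent – ATP stimulus · Detection – intracellular calcium via Fluo-8 no-wash fluorescent dye · Evaluation – percent inhibition of ATP-evoked calcium rise, normalized to controls · Controls – ATP wells versus no-ATP DMSO wells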
TAAR1 ag = agonists of human TAAR1; Q96RJ0; CHO RD-HGA16 TAAR1, Fluo-8 calcium fluorescence; vehicle wells 0%, saturating PEA agonist 100%; activation, % at 3 µM; 360,000 compounds, 0.99% hits; AID 624467;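 active = activation above the mean activation of all test compounds in the run plus 3 SD, cut at about 38% in these data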
Target sequence (Q96RJ0 whole entry, looked up): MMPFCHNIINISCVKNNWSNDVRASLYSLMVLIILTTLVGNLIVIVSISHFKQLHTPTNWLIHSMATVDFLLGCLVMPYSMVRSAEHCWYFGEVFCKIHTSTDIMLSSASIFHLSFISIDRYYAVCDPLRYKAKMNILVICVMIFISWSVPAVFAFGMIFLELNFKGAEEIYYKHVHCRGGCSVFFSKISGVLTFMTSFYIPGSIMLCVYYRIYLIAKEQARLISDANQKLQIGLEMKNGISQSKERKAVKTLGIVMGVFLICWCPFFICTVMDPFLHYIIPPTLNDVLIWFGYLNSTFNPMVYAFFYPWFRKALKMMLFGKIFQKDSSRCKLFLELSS
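Test system: RD-HGA16 (CHO) cells co-expressing Gα16 and hTAAR1 / Benchmarks: DMSO vehicle as 0%, PEA at EC100 as 100% / Repeats: no replicates (n 1) / Measure: % activation from peak over basal fluorescence ratio, DMSO-to-PEA scaled / Timing: 17-24 h plating, Fluo-8 75 min 37 °C, 30 min RT / Technique: kinetic Fluo-8 calcium fluorescence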
OXTR potentiator = potentiates the human oxytocin receptor response; CHO-OTR cells, Fluo-8 calcium fluorescence, potentiator mode; 0% = oxytocin EC15, 100% = EC100; activation, % at 3 µM; 320,000 compounds, 0.061% hits;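 active = activation above that plate's cutoff, the mean activation of tested compounds plus 3 SD, cut at about 6.6% in these data, passing the limit was not always enough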;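 also: 100% uses oxytocin at 75 nM as the full agonist control; some results filed as inactive read as strong as hits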
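Assay system: CHO-OTR cells, human receptor / Also added: oxytocin at about EC15, sub-maximal agonist stimulus / Dosing: single dose, 3.0 µM nominal final compound concentration / Incubation: 6 min pre-incubation, 100 s read / Technique: Fluo-8 calcium dye fluorescence / Read-out: % activation vs EC15 and EC100 oxytocin / Benchmarks: EC15 oxytocin low, 75 nM oxytocin high / Replicates: singlicate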
TAAR1 antag = human TAAR1 antagonism; Q96RJ0; CHO RD-HGA16 TAAR1, Fluo-8 calcium fluorescence, antagonist; inhibition, % at 3 µM; 360,000 compounds, 1.5% hits; AID 624466;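 active = inhibition above a per-plate cutoff, the mean inhibition of test compounds on that plate plus 3 SD, cut at about 49% in these data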;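 also: 0% = DMSO plus EC80 beta-PEA response and 100% = DMSO alone without agonist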
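Test system – hTAAR1-expressing CHO RD-HGA16 cells, Gα16-coupled · Reagent – β-PEA at EC80 concentration, post-compound challenge · Compound dosing – 3 µM, single point · Timing – 140 s kinetic read after compound, 140 s after agonist · Detection – Fluo-8 intracellular calcium dye fluorescence, real-time kinetic reads · Control set – DMSO and EC80 PEA controls · Repeats – n of 1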
M1 antag = blocks human M1 muscarinic receptor; inhibition, % at 3 µM; AID 588852; P11229; 360,000 compounds, 1.3% hits; CHO-K1 hM1, Fluo-8 calcium fluorescence, ACh EC80 antagonist;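 active = percent inhibition above its own plate's cutoff, namely the mean of that plate's compound wells plus 3 SD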;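 also: peak over basal fluorescence ratio during 140 s after agonist addition; 0% = ACh EC80 plus DMSO and 100% = DMSO alone without agonist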
OXTR agonist = agonists of human oxytocin receptor. P30559. CHO-OTR cells, Fluo-8 calcium fluorescence; normalized: DMSO 0%, oxytocin 100%. activation, % at 3 µM. 320,000 compounds, 0.32% hits;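 active = activation above the mean of all tested compounds plus 3 SD, cutoff set per screening run, cut at about 20% in these data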;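 also: peak over basal fluorescence ratio from a 100 s FLIPR kinetic read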
M1 PAM = positive allosteric modulators of human M1 muscarinic receptor; P11229; CHO-K1 hM1, Fluo-8 calcium fluorescence, ACh EC20; 0% = ACh EC20, 100% = maximal ACh; activation, % at 3 µM; 360,000 compounds, 0.088% hits; in the data active = activation above about 19%, passing the limit was not always enough
M1 ag = agonists of human M1 muscarinic receptor. P11229. CHO-K1 hM1, Fluo-8 calcium fluorescence, agonist mode; 0% DMSO, 100% acetylcholine EC100. activation, % at 3 µM. 360,000 compounds, 0.33% hits. AID 588814;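 active = activation above the run's mean compound activation plus 3 SD, cut at about 16% in these data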;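 also: peak over basal fluorescence ratio within a 140 s kinetic read after compound addition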
V1aR counter = activates human V1a receptor in oxytocin agonist counter-screen | P37288 | CHO-V1R cells, Fluo-8 calcium fluorescence, agonist mode; 0% DMSO, 100% 3 nM vasopressin | activation, % at 3 µM | 320,000 compounds, 0.25% hits | AID 2797;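 active = activation above the mean activation of all tested compounds plus 3 SD, per screening run, cut at about 20% in these data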;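 also: signal is peak over basal fluorescence ratio across a 100 second FLIPR read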
Target sequence (P37288 whole entry, looked up): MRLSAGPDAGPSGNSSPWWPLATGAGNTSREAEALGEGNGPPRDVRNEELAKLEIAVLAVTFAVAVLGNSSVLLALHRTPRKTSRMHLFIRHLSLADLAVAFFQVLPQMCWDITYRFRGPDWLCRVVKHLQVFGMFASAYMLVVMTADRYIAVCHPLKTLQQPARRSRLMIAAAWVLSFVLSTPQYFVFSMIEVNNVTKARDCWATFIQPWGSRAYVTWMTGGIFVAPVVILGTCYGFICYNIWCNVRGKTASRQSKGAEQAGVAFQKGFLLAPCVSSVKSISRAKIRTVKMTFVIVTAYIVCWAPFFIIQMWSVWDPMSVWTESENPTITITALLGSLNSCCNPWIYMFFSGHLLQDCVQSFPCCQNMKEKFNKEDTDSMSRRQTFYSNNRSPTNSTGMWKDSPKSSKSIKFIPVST
An asterisk follows results filed as active; x = not tested or not shown. Rows are unselected (roughly 3.7% active in at least one column).

canonical_smiles,OXTR potentiator,M1 ag,V1aR counter,CHO parental Ca,M1 antag,OXTR agonist,TAAR1 ag,M1 PAM,TAAR1 antag
CC(=O)c1c(C)[nH]c(C(=O)Nc2ccc(F)cc2F)c1C,-4,-1,0.1,-9,-2,-0.7,7,2,-24
O=C(CC1CC1)Nc1ccc2c(c1)[C@@H]1C[C@H](CC(=O)NC3CCCC3)O[C@@H](CO)[C@@H]1O2,x,-1,x,x,-15,x,-1,8,86*
Cc1ccc([N+](=O)[O-])cc1-c1ccc2cccc(C)c2n1,-17,-5,-0.3,-21,-4,-2.9,2,8,3
Cc1cc(C)nc(N2CCCC(C(=O)NCc3cccs3)C2)n1 (stereo not given),-5,-6,-0.9,-10,0,-1.4,5,0,-11
O=C1NN(c2ccccc2)C(=O)/C1=C/c1ccc(-c2cccc(C(=O)O)c2)o1,-4,-2,-0.9,7,1,0.9,1,1,-17
C=CCc1cccc2cc(C(=O)NCCOC)c(=O)oc12,-2,-4,-0.2,-5,-12,-0.7,1,8,-26
COc1cc(OC)cc(C(=O)NCC(=O)OCC(=O)Nc2ccc3c(c2)OCO3)c1,-10,-4,0.3,-16,-11,-1.3,-1,10,4
O=C(COc1cccc(Oc2ccccc2)c1)Nc1ccc(SC(F)F)cc1,-9,-5,4.7,0,-6,4.5,6,-3,35
O=C1N/C(=C/c2ccc(N3CCOCC3)o2)C(=O)N1c1ccccc1,-5,-8,0.0,3,4,1.3,3,-10,10
O=C(COC(=O)COc1ccccc1)Nc1ccc(S(=O)(=O)N2CCOCC2)cc1,-10,-3,3.6,6,-9,5.7,3,8,-17
O=C1OCC2=C1C(c1ccc(F)cc1)c1cc3c(cc1N2)OCO3 (stereo not given),x,-4,x,x,-4,x,0,6,-33
CC(C)NC(=O)NC(=O)CSc1nnc(C(F)(F)F)n1C,-10,-5,0.3,-6,-4,0.1,1,7,4
COC(=O)c1cc(C#N)c(N(C)Cc2ccccc2)nc1C,-15,-4,-0.7,-19,-7,-2.4,18,-2,28
COCC(=O)NC1CC(C)(C)Cc2c1cnn2-c1ccc(F)cc1 (stereo not given),-14,-1,0.4,-4,-14,-0.4,0,5,2
CC(=O)NCCNC(=O)C1(C)Cc2c(-c3ccc(C(N)=O)cc3)ccnc2O1 (stereo not given),x,-2,x,x,-22,x,1,20,-24
CCc1ccc(NC(=O)Cn2c(=O)oc3cc(S(=O)(=O)N4CCOCC4)ccc32)cc1,-10,0,7.0,20,2,-0.2,6,2,-14
O=C(N/N=C/c1ccc(-c2cccc([N+](=O)[O-])c2)o1)c1cccs1,-3,-7,0.1,-5,1,0.1,3,6,8
COc1ccc(-c2nnn(CC(=O)N(CC(=O)NC3CCCC3)c3ccccc3)n2)cc1OC,-21,-5,-0.7,-18,-7,-1.0,7,11,-9
CCN1CCN(CC(O)COC(c2ccccc2)c2ccccc2C)CC1 (stereo not given),-4,-10,0.6,-25,8,0.3,5,-15,-10
Cn1c(=O)c2c(nc(CN3CCc4ccccc4C3)n2Cc2ccc(Cl)cc2)n(C)c1=O,-2,-3,0.3,-14,-3,0.1,2,6,2
CC1CCN(S(=O)(=O)c2ccc(C(=O)N3CCCC3C(=O)O)cc2)CC1 (stereo not given),5,1,1.0,-5,-18,0.7,-1,19,-2
Cc1ccc(S(=O)(=O)N2[C@@H](c3ccc(Cl)cc3)C(C(=O)O)=CC[C@H]2c2ccc3c(c2)OCO3)cc1,-4,-4,0.0,2,13,-0.2,2,-5,7
COC(=O)c1nn(-c2ccc(-c3ccccc3)cc2)cc1O,-21,1,0.9,2,3,2.7,3,2,52*
CCc1ccc(NC(=O)CSc2nnc(CNC(=O)c3ccc(OC)cc3)o2)cc1,2,-5,3.2,-18,0,1.0,1,-1,1
C#Cc1cccc(Nc2nc(NC(C)C)nc3ccsc23)c1,x,-3,x,x,10,x,2,-15,35
CC(C)CCNC(=O)CC1Nc2c3ccccc3nc(=S)n2C1=O (stereo not given),0,-2,0.0,10,21,0.4,11,-6,6
CC(C)N1CCN(C(=O)c2ccc(NC(=O)c3ccc(Br)o3)cc2)CC1,0,-11,0.0,1,-10,1.1,3,9,3
Cc1cc(C)cc(NC(=O)c2ccc(N3C(=O)C4CCCCC4C3=O)cc2)c1 (stereo not given),-4,-4,3.6,0,-4,1.6,4,1,-6
CCCCSc1nc(NCc2ccco2)c2c3c(sc2n1)COC(C)(C)C3,-4,-3,-0.9,-8,-6,-0.9,0,8,-7
CCCCN(C)CCOc1ccccc1OCC,-7,-9,-0.2,-16,-2,-1.1,2,8,11
Cc1nn(-c2ccccc2)c(N2CCCC2)c1C=O,-4,-10,0.4,-15,-2,-0.8,4,1,7
COc1ccccc1C(NC(C)=O)c1c(O)ccc2ccc(O)cc12 (stereo not given),-1,-5,1.0,-8,-2,-0.1,2,5,-9
O=C(NC1CCCCC1)C12CC3CC(C1)CC(n1cncn1)(C3)C2,2,-3,-0.1,-14,2,-0.4,-1,0,-4
Cc1ccc(CNC(=O)CN2C(=O)CSc3ccc(S(=O)(=O)N4CCC(C)CC4)cc32)cc1,-7,-2,0.4,-33,8,-0.5,-2,-1,-35
CCOC(=O)CCn1cnc2ccc([N+](=O)[O-])cc2c1=O,5,-2,0.7,-5,-7,2.3,5,6,-21
CC(NC(=O)CNC(=O)C(Cc1ccccc1)NC(=O)OCc1ccccc1)C(N)=O (stereo not given),0,-14,0.7,-6,-5,-1.1,5,3,-18
COc1ccc(S(=O)(=O)N2CCCCCC2)cc1NC(=O)Cc1ccccc1F,-8,-3,3.0,26,11,3.2,0,-7,-11
Cc1ccc(S(=O)(=O)N2[C@@H](c3ccc(Cl)cc3)C(C(=O)O)=C[C@H]2C(C)(C)C)cc1,0,-6,-0.1,-10,-9,0.2,-1,5,8
Cc1ccc(C(C)C)c(OCC(=O)Nc2ccccc2N2CCN(C)CC2)c1,-12,-3,0.9,-15,11,-1.1,18,-8,32
CCSc1nc(CC)c2c(c1C#N)CCCC2,0,-1,-0.7,-6,-1,-2.8,2,-1,-19
COc1ccccc1-c1cnc(C(O)c2ccc(C)cc2)[nH]1 (stereo not given),x,0,x,x,-19,x,3,12,-4
COc1ccccc1CNC(=O)COC(=O)c1ccc2c(=O)n3c(nc2c1)CCCCC3,0,1,0.3,-27,-16,-1.7,12,18,-12
Clc1ccccc1Nc1nc2ccccc2o1,0,3,-1.0,-17,-18,-1.8,5,18,-5
S=c1[nH]nc(CSCc2ccccc2Cl)n1-c1ccccc1,-7,-3,0.7,-10,-3,0.8,5,7,0
COc1ccc(C2C(C#N)=C(N)Oc3cc(O)ccc32)cc1Cl (stereo not given),-15,1,10,20,-3,1.0,23,7,9
CCOC(=O)CSc1ccc2ccccc2n1,3,-5,-0.8,-7,-11,-0.4,1,3,-15
O=S(=O)(Nc1ncnc2sc3c(c12)CCC3)c1ccc2ccccc2c1,-9,-1,2.3,-21,-10,-1.0,1,10,9
CC1CC(OC(=O)C2CCN(S(=O)(=O)c3ccc(F)cc3)CC2)C(=O)O1 (stereo not given),x,-5,x,x,-4,x,3,4,-25
COc1ccc(CNc2cc(NCCCO)c([N+](=O)[O-])c3nonc23)cc1,-7,-10,-0.1,-11,-2,-0.3,0,1,1
CCc1ccc(Oc2nc([N+](=O)[O-])nn2C)cc1,3,-4,-0.8,8,-5,-0.2,-3,6,-5

One compound at a time, as listed above. Values in the order: OXTR potentiator | M1 ag | V1aR counter | CHO parental Ca | M1 antag | OXTR agonist | TAAR1 ag | M1 PAM | TAAR1 antag
Cc1ccc(C(C)C)c(OCC(=O)Nc2ccccc2N2CCN(C)CC2)c1 is listed with -12 | -3 | 0.9 | -15 | 11 | -1.1 | 18 | -8 | 32
COc1ccccc1-c1cnc(C(O)c2ccc(C)cc2)[nH]1 (stereo not given) is listed with x | 0 | x | x | -19 | x | 3 | 12 | -4

(listing goes on)
canonical_smiles,OXTR potentiator,M1 ag,V1aR counter,CHO parental Ca,M1 antag,OXTR agonist,TAAR1 ag,M1 PAM,TAAR1 antag
CS(=O)(=O)N(Cc1ccco1)CC(O)Cn1cc(C=O)c2ccccc21 (stereo not given),-5,-2,0.5,-10,0,0.8,1,1,-2
COc1ccc(C2/C=C\CN3CCC[C@H]3C(=O)N2Cc2ccc(F)cc2)cc1 (stereo not given in full),x,-5,x,-21,-6,x,0,-1,-8
CC(C)NC(=O)N(C)C[C@H]1Oc2ccc(NS(=O)(=O)c3cn(C)cn3)cc2C(=O)N([C@H](C)CO)C[C@@H]1C,1,-5,1.4,-4,-6,3.1,4,7,-3
CC(=O)NCCc1ccc(C(=O)COC(=O)c2ccc(C)s2)cc1,x,5,x,x,-12,x,2,17,2
COc1ccc(C(N)c2csc(Nc3cc(Oc4ccccc4)ncn3)n2)cc1 (stereo not given),x,2,x,x,82*,x,38*,-29,30
CCOc1ccc(NC(=O)CSc2nnc(C)n2CCCOC)cc1,-1,-1,-0.5,1,-13,0.7,0,13,-2
COc1ccc(C(=O)Nc2ccccc2C(=O)NCc2cccnc2)cc1,-3,-2,1.9,-10,-5,0.2,5,10,-1
Cc1cc(N2CCN(CC(O)C(F)(F)F)CC2)c2ccccc2n1 (stereo not given),-3,-9,0.5,-8,-12,1.2,-1,9,1
C=CCOc1cccn2c(N(C=O)Cc3ccccc3)c(CC)nc12,x,-4,x,x,-13,x,0,6,0
CCn1c(=O)n(CC)c2cc(N3CCCC3)c(NC(=O)c3cc(Br)ccc3OC)cc21,-9,x,-0.9,-27,x,-2.0,-3,x,-16
CS(=O)(=O)N1CCC(C(=O)c2cccc(Cl)c2)CC1,-5,-4,-0.6,-15,1,-0.1,4,-1,11
COc1ccc(Br)cc1CNC(=O)C1CCC(=O)N1C(C)C (stereo not given),-5,-4,-0.6,-10,11,-0.3,5,-5,-35
O=C(c1nn2cccnc2c1Cl)N1CCN(c2ccccc2)CC1,-4,-1,1.2,-10,-14,0.7,1,4,2
CCCCC(=O)N(Cc1ccc(-c2ccccc2-c2nn[nH]n2)cc1)[C@H](C(=O)O)C(C)C,-9,x,0.0,-7,x,0.3,x,x,x
CCCCCn1c(SCCOCC)nc2c1c(=O)[nH]c(=O)n2C,-8,-5,-0.4,-11,4,-1.9,0,-7,-32
